# KCNK3 block: human KCNK3 channel inhibition, primary screen; O14649; CHO-KCNK3 thallium flux, FluxOR fluorescence; hits give low values; B-score at 10 µM; 340,000 tested, 0.84% active;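 active = B-score under library mean minus 4 SD, starting fluorescence ratio at most library mean plus 5 SD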;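 also: more negative B-score means stronger inhibition of thallium flux through KCNK3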
# TRPC4 agonist: activators of mouse TRPC4 channel. Q9QUQ5. HEK293 TRPC4beta/mu-opioid, Fluo4 calcium fluorescence; hits give high values. 310,000 tested, 0.49% active. AID 2237. B-score at 10 µM;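 active = B-score above 5 SD of library B-scores, and initial fluorescence ratio not above library mean plus 5 SD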;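 also: positive B-score marks a calcium rise read as TRPC4 activation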
#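 Assay system – TRPC4beta and mu-opioid receptor HEK293 stable cells · Measured by – Fluo4 fluorescence, kinetic · Schedule – dye loading 45 min room temperature, 110 s kinetic read · Read-out – B-scored integrated calcium fluorescence ratio · Controls – buffer and maximal DAMGO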
# TRPC4 block: inhibitors of mouse TRPC4 channel | Q9QUQ5 | HEK293 TRPC4beta/mu-opioid, DAMGO-evoked Fluo4 calcium flux; hits give low values | 300,000 tested, 0.39% active | B-score at 10 µM;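 active = B-score over 3 SD under the library average, no early fluorescence shift, positive overall ratio signal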
#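 test system = HEK293 cells with stable TRPC4beta plus mu-opioid receptor expression | detection = Fluo4 Ca2+ flux fluorescence | read-out = integrated fluorescence ratio relative to baseline, converted to per-well B score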
# KCNQ1 act: potentiators or activators of human KCNQ1 potassium channel; P51787; CHO-K1 KCNQ1, thallium flux FluxOR fluorescence; hits give high values; B-score at 10 µM; 310,000 tested, 0.35% active; AID 2648;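 active = fluorescence ratio B-score, a plate-corrected score, at least three library SD, with initial intensity B-score within 5 SD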
# Target sequence (P51787 whole entry, looked up): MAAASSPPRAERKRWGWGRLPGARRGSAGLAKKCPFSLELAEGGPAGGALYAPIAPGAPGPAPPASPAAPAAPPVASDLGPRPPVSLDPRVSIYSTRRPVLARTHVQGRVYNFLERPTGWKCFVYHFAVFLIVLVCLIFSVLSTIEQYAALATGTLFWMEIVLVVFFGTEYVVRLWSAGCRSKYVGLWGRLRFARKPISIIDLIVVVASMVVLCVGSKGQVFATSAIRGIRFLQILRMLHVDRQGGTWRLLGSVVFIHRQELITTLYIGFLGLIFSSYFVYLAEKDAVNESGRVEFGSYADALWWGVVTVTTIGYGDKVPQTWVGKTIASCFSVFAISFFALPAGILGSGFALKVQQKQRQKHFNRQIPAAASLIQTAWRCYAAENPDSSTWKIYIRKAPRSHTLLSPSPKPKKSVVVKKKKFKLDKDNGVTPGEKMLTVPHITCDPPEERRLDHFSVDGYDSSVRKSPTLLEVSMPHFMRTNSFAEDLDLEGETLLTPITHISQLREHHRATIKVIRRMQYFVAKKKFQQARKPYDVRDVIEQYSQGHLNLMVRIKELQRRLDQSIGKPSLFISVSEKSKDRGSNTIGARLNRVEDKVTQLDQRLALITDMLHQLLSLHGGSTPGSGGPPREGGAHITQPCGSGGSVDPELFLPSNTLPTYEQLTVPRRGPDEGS
#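 Medium – assay buffer, equal DMSO in all wells · Material – CHO-K1 cell line with stable KCNQ1 potassium channel expression · Signal – kinetic FluxOR thallium fluorescence, 10-s 1-Hz baseline, 110-s post-stimulus read · Compound – single concentration per compound, DMSO matched to controls · Schedule – 37 °C overnight plating, 90-min dark dye load, 20-min compound pretreatment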
# DYRK1A inh: blocks rat Dyrk1A kinase activity; Q63470; ADP-Glo luminescence, NFATc1 peptide; inhibition, % at 12.5 µM; 310,000 tested, 0.43% active; AID 504441; in the data active = inhibition above about 50%;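 also: plate controls were vehicle with enzyme for no effect and no enzyme for full effect; many of its hits are not listed in these tables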
# KCNK9 block: human KCNK9 channel inhibition; HEK293 KCNK9, FluxOR thallium flux fluorescence; hits give low values; B-score at 10 µM; 310,000 tested, 1.2% active;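 active = ratio B-score over 3 SD below the library mean, with starting fluorescence within 5 SD of its mean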;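 also: negative B-score means less thallium flux so channel inhibition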
# Target sequence (Q9NPC2 whole entry, looked up): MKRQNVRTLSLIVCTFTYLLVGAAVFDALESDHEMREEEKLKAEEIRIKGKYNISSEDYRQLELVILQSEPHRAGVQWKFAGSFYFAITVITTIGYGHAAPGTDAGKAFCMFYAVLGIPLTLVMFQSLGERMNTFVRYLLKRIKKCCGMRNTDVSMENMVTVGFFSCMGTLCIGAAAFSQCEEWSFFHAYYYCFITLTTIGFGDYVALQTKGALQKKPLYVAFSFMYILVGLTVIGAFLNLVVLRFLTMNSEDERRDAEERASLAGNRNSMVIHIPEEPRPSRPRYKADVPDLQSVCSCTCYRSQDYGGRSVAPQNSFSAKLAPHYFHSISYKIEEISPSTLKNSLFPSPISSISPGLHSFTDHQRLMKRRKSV
# KCNQ1 inh: blocks the human KCNQ1 potassium channel; P51787; 310,000 tested, 1.3% active; CHO-K1 KCNQ1, FluxOR thallium flux fluorescence; hits give high values; B-score at 10 µM;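 active = compounds whose thallium flux B-score, printed positive for inhibition, exceeds three library SD while starting fluorescence stays within three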;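 also: channel opened by potassium depolarization with thallium stimulus after 20 min compound exposure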
# hERG protect: compounds protecting human hERG from proarrhythmic drug block. CHO-hERG, FluxOR thallium flux, dofetilide IC70 present. activation (rescue from dofetilide block), less the hit threshold, % at 10 µM. 310,000 tested, 0.51% active. AID 1511;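 active = activation above the mean of controls blocked by dofetilide plus 5 SD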;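 also: thallium influx through hERG after potassium depolarization seen as dye fluorescence rise; in these data hits start at about 4.7%; inactives centre near -7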
# TRPC4 potent: TRPC4 (mouse) allosteric potentiation. Q9QUQ5. HEK293 TRPC4beta/mu-opioid, DAMGO EC20, Fluo-4 Ca2+ flux; hits give high values. B-score at 10 µM. 310,000 tested, 0.42% active. AID 2227;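 active = B-score of calcium response area above 5 SD of library B-scores, with initial fluorescence ratio within 5 SD of library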;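 also: B-score of integrated fluorescence ratio over time as area under calcium response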
# Platelet DG rel: modulates dense granule release in human platelets; human platelet-rich plasma, SFLLRN dense granule ATP release, luminescence; AID 1663; 300,000 tested, 0.22% active; inhibition, %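 (compounds screened at 7.5 µM in platelet-rich plasma)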;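 active = mean replicate score, as percent of positive control, at or above 50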
# PolyA inhibitor: blocks polyadenylation in yeast reporter cells; calls only at 12 µM; S. cerevisiae SKY197-pL101 polyadenylation reporter, beta-gal luminescence; efflux-impaired pdr1/pdr3 knockout yeast; score 100 = 6 SD above DMSO; 300,000 tested, 0.02% active;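 active = lowest replicate activity score at least 50, where 100 means six control SD above control mean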;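 also: yeast exposed to compound for 9 h at 30 °C; higher score means more reporter readthrough which indicates perturbed polyadenylation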
# Active calls of the source: *; i = inactive; . = no result given.
SMILES,KCNK3 block,TRPC4 agonist,TRPC4 block,KCNQ1 act,DYRK1A inh,KCNK9 block,KCNQ1 inh,hERG protect,TRPC4 potent,Platelet DG rel,PolyA inhibitor
O=C(Nc1nnc(C(F)(F)F)s1)c1c(F)cccc1F,i,i,i,i,-1,i,i,-2,i,-6,i
O=c1/c(=C/c2ccco2)sc2n1CN(c1cccc(Br)c1)CN=2,i,i,i,i,33,i,i,-6,i,-3,i
COCCn1cnc2c1c(=O)n(CC(=O)Nc1cc(C)on1)c(=O)n2Cc1ccccc1,i,i,i,i,5,i,i,-9,i,-3,i
CC(=C\C(=O)O)/C(=C/c1ccc(C)o1)C(=O)O,i,i,i,i,0,i,i,-7,i,-8,i
CCOC(=O)CSc1nc2c(c(=O)[nH]c(=O)n2C)n1CCc1ccccc1,i,i,i,i,-8,i,i,-7,i,3,i
CCC(=O)Nc1ccc(NC(=O)CSc2nnnn2-c2ccc(OC)cc2)cc1,i,i,i,i,.,i,i,-3,i,-9,i
CC1(C(=O)O)CCC(C(=O)NNC(=O)c2ccccc2Cl)C1(C)C (stereo not given),i,i,i,i,.,i,i,-4,i,-2,i
N#CCCN1CCN(S(=O)(=O)c2ccc(S(=O)(=O)N3CCCC3)cc2)CC1,i,i,i,i,-2,i,i,-4,i,4,i
Cc1c(C(=O)N(C)C)c2ccc(Cl)cc2n1O,i,i,i,i,0,i,i,-4,i,7,i
CC(C)NCCCOc1ccc(Cl)cc1Br,i,i,i,i,.,i,i,-15,i,-6,i
COCC(=O)Nc1cc([N+](=O)[O-])ccc1OC,i,i,i,i,2,i,i,-3,i,0,i
CCCSc1nc(SCC(=O)NCc2ccccc2)c2c3c(sc2n1)COC(C)(C)C3,i,i,i,i,-3,i,i,-8,i,16,i
O=C(NNC(=O)C1CCN(S(=O)(=O)c2ccccc2C(F)(F)F)CC1)c1ccccc1O,i,i,i,i,8,i,i,-18,i,-4,i
C=CCn1c(SC2CCOC2=O)nc2sc(CC)cc2c1=O (stereo not given),i,i,i,i,5,i,i,-8,i,.,.
N#Cc1ccc(C23CC4(C2)[C@H](CN(CC2CCCCC2)[C@@H]4c2ccccc2)C3c2ccc(Cl)nc2)cc1 (stereo not given in full),i,i,i,i,3,i,i,-11,i,-2,i
CC1CCN(CC(=O)N2CCCc3c2c(=O)oc2ccc(OCc4ccccc4)cc32)CC1,i,i,i,i,-9,i,i,-9,i,0,i
CCN(CCCNC(=O)CNC(=O)c1nn(-c2ccc(OC)cc2OC)c(=O)c2ccccc12)c1cccc(C)c1,i,i,i,i,2,i,i,-4,i,-14,i
O=C(Nc1nc2c(s1)CCCC2)Oc1ccccc1,i,i,i,i,.,i,i,-9,i,-16,i
C#Cc1ccc([C@@H]2C=C(C(=O)NC3CC3)O[C@H](OCCCCO)C2)cc1,i,i,i,i,31,i,i,-8,i,-9,i
CCC(Oc1nc2ccccc2nc1-c1ccccc1NC(C)=O)C(=O)c1ccccc1 (stereo not given),i,i,i,i,1,i,i,-7,i,-9,i

# Profiles as entered above. Screens in order: KCNK3 block	TRPC4 agonist	TRPC4 block	KCNQ1 act	DYRK1A inh	KCNK9 block	KCNQ1 inh	hERG protect	TRPC4 potent	Platelet DG rel	PolyA inhibitor
# Record of `O=c1/c(=C/c2ccco2)sc2n1CN(c1cccc(Br)c1)CN=2` → i	i	i	i	33	i	i	-6	i	-3	i
# Record of `CCN(CCCNC(=O)CNC(=O)c1nn(-c2ccc(OC)cc2OC)c(=O)c2ccccc12)c1cccc(C)c1` → i	i	i	i	2	i	i	-4	i	-14	i

# Following part.
SMILES,KCNK3 block,TRPC4 agonist,TRPC4 block,KCNQ1 act,DYRK1A inh,KCNK9 block,KCNQ1 inh,hERG protect,TRPC4 potent,Platelet DG rel,PolyA inhibitor
Cc1cccc(OCCNc2ccc(C(F)(F)F)cc2[N+](=O)[O-])c1,i,i,i,i,-7,i,i,-6,i,-9,i
COC(=O)/C=C1\NCCSC1=O,i,i,i,i,-1,i,i,-7,i,-1,i
Cc1cccc(NCc2cc(Cl)ccc2O)n1,i,i,i,i,8,i,i,-9,i,-8,i
CC(CNC(=O)COc1ccccc1)OC(=O)Nc1ccc(Cl)c(Cl)c1 (stereo not given),i,i,i,9*,0,i,i,-23,i,-3,i
COCCN1C(=O)N[C@@H](c2cccs2)C(C(=O)OC)=C1C,i,i,i,i,2,i,i,-6,i,-1,i
CCOC(=O)c1nnc(-c2ccccc2)nc1Oc1ccc(Cl)cc1,i,i,i,i,3,i,i,-8,i,6,i
COc1cc(/C=C(/C#N)c2nc3ccccc3[nH]2)ccc1Oc1ncccc1[N+](=O)[O-],i,i,i,i,1,i,i,-7,i,11,i
COCCCN1C(=O)/C(=C/c2ccc(CNS(=O)(=O)c3ccccc3)o2)C(C(=O)OC)=C1C,i,i,i,i,-2,i,i,-4,i,-1,i
CN(C)CCCNC(=O)/C(=C\c1ccc(-c2ccc(Br)cc2)o1)NC(=O)c1ccccc1,i,i,i,i,12,i,i,-18,i,7,i
Cc1cccc(OCc2nnc(SCn3nnc4ccccc4c3=O)o2)c1,i,i,i,i,2,i,i,-13,i,-2,i
COc1cc(/C(C)=C/c2ccccc2)c2c(c1)oc1ccccc12,.,i,.,i,.,i,i,0,i,-2,i
CCC(=O)c1ccc(OCC(=O)OCC(=O)NC2CCCCCCC2)cc1,i,i,i,i,-1,i,i,-11,i,3,i
CC1(c2ccc3ccccc3c2)NC(=O)NC1=O (stereo not given),i,i,i,i,3,i,i,0,i,1,i
CCOC(=O)C(=O)Nc1cc(C)nn1-c1nc2ccccc2[nH]1,i,i,i,i,0,i,i,-6,i,-6,i
O=C(Cn1nc(-c2ccc3c(c2)OCCO3)ccc1=O)Nc1ccc(-n2cnnn2)cc1,i,i,.,i,-2,i,i,0,i,3,i
COc1cc(/C=N/NC(=O)C2C3CCCCC32C)cc(Br)c1O (stereo not given),i,i,i,i,-3,i,i,-14,i,8,i
COc1ccc(NC(=S)N2CCN(C(=O)c3ccco3)CC2)cc1OC,i,i,i,i,-3,i,i,-10,i,-8,i
Cc1nonc1C1CCCN1Cc1cn[nH]c1-c1ccc(-c2ccccc2)cc1 (stereo not given),-8.9*,i,i,i,15,-7*,i,-10,i,-26,i
O=C(CCCn1c(SCc2ccccc2F)nc2ccccc2c1=O)NCC1CCCO1 (stereo not given),i,i,i,i,3,i,i,-21,i,11,i
O=C(C1CC1)N1CCc2[nH]c3ccccc3c2C1,i,i,i,i,5,i,i,-21,i,3,i
COc1ccc(Cn2cccc(NC(=O)Nc3ccc(F)cc3)c2=O)cc1,i,i,i,i,-3,i,i,-7,i,0,i
O=C(Nc1nccs1)c1ccc2nccnc2c1,i,i,i,i,31,i,i,-11,i,-3,i
Cc1cc(OC(=O)c2ccc3ccccc3c2)c([N+](=O)[O-])c(=O)[nH]1,i,i,i,i,5,i,i,-6,i,2,i
CN(C)S(=O)(=O)c1cc(NC(=O)Cn2ccsc2=N)ccc1Cl,i,i,i,i,-3,i,i,-10,i,11,i
O=c1[nH]n2c(=O)c3c([nH]c2c1N=Nc1cccc(Cl)c1)CCCC3,i,i,i,i,6,i,i,-6,i,2,i
Cc1ccc(N/N=C(/Sc2nnnn2-c2ccccc2)C(=O)c2ccccc2)cc1,i,i,i,i,-2,i,i,0,i,5,i
CCN(CC)C(=O)CSc1ncnc2c1cnn2-c1ccccc1,i,i,i,i,1,i,i,-12,i,-5,i
CCOC(=O)c1ccc(NC(=S)NCCCN2CCOCC2)cc1,i,i,i,i,.,i,i,-12,i,0,i
COc1ccccc1N(C)S(=O)(=O)c1ccc(C(=O)Nc2ccc(N3CCOCC3)cc2)cc1,i,i,i,i,-1,i,i,-11,i,-1,i
COc1ccc(/C=N/Nc2ncnc3c2[nH]c2ccc(C)cc23)c(OC)c1OC,i,i,i,i,4,i,i,-9,i,8,i
C=CCn1c(SCC(=O)Nc2ccc(F)cc2)nnc1-c1cnccn1,i,i,i,i,-3,i,i,-5,i,1,i
Cc1cc(-n2c(=O)c(C#N)cc3c(=O)n4ccccc4nc32)no1,i,i,i,i,1,i,i,-15,i,-10,i
CCc1ccccc1NC(=O)COC(=O)c1cccs1,i,i,i,i,-3,i,i,0,i,-1,i
OCCC1CN(CCCn2cccn2)CCN1C1CCCCC1 (stereo not given),i,i,i,i,.,i,i,-12,i,-2,i
N#C/C(=C\c1cccc([N+](=O)[O-])c1)C(=O)NCC1CCCO1 (stereo not given),i,i,i,i,1,i,i,-20,12*,2,i
COc1cc2c(cc1OC)C(C)N(C(=O)[C@@H](NC(=O)c1ccccc1)C(C)C)CC2 (stereo not given in full),i,i,i,i,-6,i,i,-3,i,.,i
Cc1ccccc1NC(=O)c1nn(C)c(C(=O)Nc2ccccc2C)c1[N+](=O)[O-],i,i,i,i,.,i,i,-2,i,-4,i
Cc1cccc(/C=N/NC(=O)c2ccc(NC(=O)c3cccc(Cl)c3)cc2)n1,i,i,i,i,2,i,i,-8,i,0,i
Cc1ccc2nc(C)c(CN3CCN(c4ccc([N+](=O)[O-])cc4Cl)CC3)n2c1,i,i,i,i,2,i,9*,-17,i,4,i
CN1CCN(C(=O)C2CCC(C)(C(=O)O)C2(C)C)CC1 (stereo not given),i,i,i,i,4,i,i,-3,i,2,i
Cc1nn(-c2ccccc2)c(N2CCCC2)c1/C=N/NC(=O)c1ccccc1O,i,i,i,i,-2,i,i,-21,i,-9,i
CC(C)c1ccc(C2CC(c3ccc(Br)cc3)=NN2C(N)=S)cc1 (stereo not given),i,i,i,i,-2,i,i,-2,i,-1,i
CC12CCC(C(=O)Nc3ccccc3Cl)([C@H](Br)C1=O)C2(C)C (stereo not given in full),i,i,i,i,1,i,i,-6,i,-5,i

# Already shown: an excerpt of the list.
SMILES,KCNK3 block,TRPC4 agonist,TRPC4 block,KCNQ1 act,DYRK1A inh,KCNK9 block,KCNQ1 inh,hERG protect,TRPC4 potent,Platelet DG rel,PolyA inhibitor
O=C(Nc1nnc(C(F)(F)F)s1)c1c(F)cccc1F,i,i,i,i,-1,i,i,-2,i,-6,i
O=c1/c(=C/c2ccco2)sc2n1CN(c1cccc(Br)c1)CN=2,i,i,i,i,33,i,i,-6,i,-3,i
COCCn1cnc2c1c(=O)n(CC(=O)Nc1cc(C)on1)c(=O)n2Cc1ccccc1,i,i,i,i,5,i,i,-9,i,-3,i
CC(=C\C(=O)O)/C(=C/c1ccc(C)o1)C(=O)O,i,i,i,i,0,i,i,-7,i,-8,i
CCOC(=O)CSc1nc2c(c(=O)[nH]c(=O)n2C)n1CCc1ccccc1,i,i,i,i,-8,i,i,-7,i,3,i

# An excerpt, so the mix of outcomes need not match the whole.
